ERp5 inh – inhibitors of ERp5-driven insulin aggregation, primary screen, biochemical, turbidity, absorbance 650 nm, single point; Protein disulfide-isomerase A6 (Homo sapiens), Q15084; 90 min; inhibition, % at 9.99 µM; actives 0.05% (n = 350,000);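 active = mean replicate inhibition above about 25%, with every replicate also reaching it, limit read from the data, passing the limit was not always enough; inconclusive = only one of those two criteria met; inactive = neither criterion met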
Target sequence (Q15084 whole entry, looked up): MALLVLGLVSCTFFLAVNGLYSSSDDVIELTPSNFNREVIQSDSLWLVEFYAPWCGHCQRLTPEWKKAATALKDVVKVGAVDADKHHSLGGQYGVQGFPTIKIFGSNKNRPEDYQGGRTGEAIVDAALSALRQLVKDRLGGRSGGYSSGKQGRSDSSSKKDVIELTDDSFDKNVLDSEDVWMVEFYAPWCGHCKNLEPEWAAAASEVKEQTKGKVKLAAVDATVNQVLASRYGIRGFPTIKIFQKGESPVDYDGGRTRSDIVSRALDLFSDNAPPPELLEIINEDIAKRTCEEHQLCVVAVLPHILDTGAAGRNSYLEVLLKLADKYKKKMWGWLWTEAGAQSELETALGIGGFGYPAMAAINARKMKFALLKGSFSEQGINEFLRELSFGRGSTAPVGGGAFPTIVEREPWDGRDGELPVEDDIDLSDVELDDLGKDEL
SIRT5 block – SIRT5 desuccinylase inhibitors, primary screen, biochemical, fluorescence imaging, single point, set 5; NAD-dependent protein deacylase sirtuin-5, mitochondrial (Homo sapiens), Q9NXA8; actives 1.1% (n = 330,000); Purified SirT5, succinyl-peptide AMC, trypsin-coupled fluorescence; inhibition, % at 15 µM; in the data active = inhibition above about 15%; inconclusive = no clear call, values can overlap the other calls
Target sequence (Q9NXA8 whole entry, looked up): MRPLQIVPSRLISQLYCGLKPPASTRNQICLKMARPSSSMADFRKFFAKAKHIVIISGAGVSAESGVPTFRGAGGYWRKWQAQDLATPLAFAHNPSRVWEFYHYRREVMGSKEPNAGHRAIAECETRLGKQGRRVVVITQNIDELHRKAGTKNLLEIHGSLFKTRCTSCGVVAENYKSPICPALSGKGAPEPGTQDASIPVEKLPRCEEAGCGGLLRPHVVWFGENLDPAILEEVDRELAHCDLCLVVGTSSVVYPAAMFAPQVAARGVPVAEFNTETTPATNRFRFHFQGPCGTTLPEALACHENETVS
S100A4 MyoIIA – inhibitors of S100A4-myosin IIA peptide binding, primary screen, biochemical, fluorescence polarization, TAMRA-MyoIIA peptide | Protein S100-A4 (Homo sapiens), P26447 | inhibition, % at 10.7 µM | actives 0.14% (n = 360,000) | AID 652163, 2013;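 active = mean inhibition of at least 70% across replicates, with every replicate also reaching that level; inconclusive = mean inhibition reaches 70% but some replicates fall short; inactive = mean inhibition below 70%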
Target sequence (P26447 whole entry, looked up): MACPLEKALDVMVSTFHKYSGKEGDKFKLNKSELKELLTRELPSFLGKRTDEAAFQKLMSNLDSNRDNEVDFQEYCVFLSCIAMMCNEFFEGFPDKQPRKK
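Compound dosing: one dose per compound; test system: human S100A4 monomer with TAMRA-labelled myosin IIA peptide; probe or stimulus: TAMRA-labelled myosin IIA heavy-chain peptide probe, 5 nM; medium: HEPES buffer with Ca2+, pH 7.2; schedule: 5 min incubation before reading; benchmarks: neutral control DMSO, positive control TFP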
DENV2 CPE – inhibitors of DENV2 cytopathic effect, primary screen, cell-based, plate reader, single concentration; DENV2-infected cells, cytopathic effect rescue; CPE inhibition, % at 9.99 µM; actives 1.7% (n = 350,000); AID 651640, 2012; in the data active = CPE inhibition above about 20%, passing the limit was not always enough; inconclusive = no clear call, values can overlap the other calls; tested in BHK-21 cells;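 also: 0% = median of neutral control wells and 100% = median of positive control wells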
PglD inh – C. jejuni PglD acetyltransferase inhibitors, primary screen, biochemical, DTNB colorimetric, single point; UDP-N-acetylbacillosamine N-acetyltransferase PglD (Campylobacter jejuni); purified PglD enzyme, DTNB colorimetric CoA detection; inhibition, % at 12.5 µM; actives 0.098% (n = 360,000); in the data active = inhibition above about 16%, passing the limit was not always enough; inconclusive = no clear call, values can overlap the other calls; also: strong numbers were not always called active
Statin myotox sup – suppressors of statin myotoxicity in C2C12 myotubes, primary screen, cell-based, single point, plate reader | C2C12 myotubes + simvastatin, ATP luminescence, 48 h; scaled: DMSO 0, geranylgeraniol control 100 | rescue of ATP level, % at 7.49 µM | actives 0.78% (n = 330,000) | AID 602340, 2012;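 active = mean ATP rescue above about 67%, or every replicate alone reaching that limit, limit read from the data, passing the limit was not always enough; inconclusive = no clear call, values can overlap the other calls; inactive = mean under the limit and some replicate under it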;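 also: myotubes were challenged with 10 µM simvastatin during compound exposure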
E-selectin induc – E-selectin induction in HUVECs, primary screen, imaging, HUVEC, immunofluorescence imaging, single point | activation, % at 7.58 µM | P16581 | actives 0.37% (n = 260,000) | normalized: neutral wells 0, TNF-alpha wells 100;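 active = mean E-selectin-positive cell signal at least 10% of the positive control, reached in at least 60% of replicates, without over 20% cell loss; inconclusive = no rule given, readout overlaps actives, possibly toxicity-flagged; inactive = the rest, including those meeting only one limit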;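 also: in these data hits start at about 27%; measured in HUVEC primary endothelial cells; signal is the percent of cells scored E-selectin positive by PE staining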
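Test system – human umbilical vein endothelial cells (HUVEC), E-selectin induction · Input – 3,000 HUVEC seeded per well · Buffer or medium – EGM-2, gelatin · Compound dosing – single-point compound dose · Detection – immunofluorescence imaging · Measure – percent E-selectin-positive cells · Controls – TNF-alpha high, DMSO low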
Numbers without * were called inactive; ? = inconclusive; · = not tested or not shown. Only part of the results is shown. The share of hits here may be higher or lower than overall.

Values run as follows: ERp5 inh | SIRT5 block | S100A4 MyoIIA | DENV2 CPE | PglD inh | Statin myotox sup | E-selectin induc
> Cc1ccc(N(C)S(=O)(=O)c2ccc3[nH]cc(C(=O)NCCCN4CCOCC4)c(=O)c3c2)cc1C
    1 | -6 | -4 | 9 | 0 | -4 | ·
> CC(C)C(=O)N1CCN(c2ccc([N+](=O)[O-])c(NC(C)c3ccccc3)c2)CC1 (stereo not given)
    -4 | -5 | -2 | -20 | -6 | · | ·
> Cc1c(C(=O)c2ccccc2)c2ccccn2c1CCC#N
    1 | 0 | -2 | 1 | · | · | -1.4
> C/C(=N\N1CCN(C)CC1)c1ccc(OC(F)F)cc1
    1 | -6 | 1 | 5 | · | · | ·
> NC(=O)c1cc(NC(=O)c2ccc(NS(=O)(=O)c3cccs3)cc2)cc(C(N)=O)c1
    -2 | 9 | -4 | 6 | -2 | 7 | 1.4
> Cc1nc2nc(C)c(NS(=O)(=O)c3cccs3)c(=O)n2[nH]1
    4 | 1 | 1 | 8 | 0 | 18 | ·
> Cc1cc(C(O)c2ncc(-c3ccc(Cl)cc3)[nH]2)ccc1F (stereo not given)
    4 | -2 | -1 | -10 | -1 | 5 | 1.4
> Cn1cccc1Cc1nnc(SCC(=O)NCc2ccco2)n1-c1ccc(F)cc1
    1 | 9 | -9 | · | -3 | 52 | ·
> Cc1ccccc1CN(c1ccc(C(=O)N2CCN(C)CC2)cc1)S(C)(=O)=O
    10 | -6 | 3 | -2 | 6 | · | 1.4
> COc1cc(/C=C/C(=O)O)cc(S(=O)(=O)NCC2CCCO2)c1OC (stereo not given)
    7 | -2 | 1 | 0 | 7 | 8 | -0.1
> COc1cc2c(cc1OC)C1(C)N(CC2)C(C(C)=O)=NN1c1ccc(Cl)cc1 (stereo not given)
    5 | 0 | 2 | 1 | -2 | · | 11
> Cc1ccccc1CNC(=O)Cn1ccc2cc(S(=O)(=O)N3CCCCCC3)ccc21
    5 | 19* | -2 | ? | -1 | -20 | -0.2
> COc1cccc(C(c2c(N)n(C)c(=O)n(C)c2=O)C(C)[N+](=O)[O-])c1 (stereo not given)
    -1 | -1 | -1 | -1 | · | · | ·
> O=C1c2c(Cl)c(Cl)c(Cl)c(Cl)c2C(=O)N1c1nccs1
    3 | 3 | 2 | -3 | 5 | 1 | 0.0
> Cn1ncc(Cl)c1C(=O)NC1C2CC3CC(C2)CC1C3 (stereo not given)
    1 | 6 | -5 | 10 | · | · | ·
> COC(=O)c1cc(S(=O)(=O)N(C)C2CCCCC2)cn1C
    -4 | -1 | 65 | 1 | -1 | 1 | ·
> O=C(C[C@H]1C=C[C@@H](NC(=O)Nc2cc(F)ccc2F)[C@H](CO)O1)Nc1ccccc1
    -3 | 2 | -2 | -9 | -1 | 3 | 0.9
> CCC(=O)c1ccc(OCC(O)CN2C(=O)NC(C)(C)C2=O)cc1 (stereo not given)
    -1 | · | -1 | -6 | -3 | 1 | ?
> COc1ccc(/C=N/NC(=O)c2cc[n+]([O-])cc2)cc1
    1 | 2 | 2 | -2 | · | -2 | 42*
> Cc1sc(-c2ccncc2)nc1OC(=O)c1ccc(F)cc1F
    -5 | -1 | -6 | 0 | · | 2 | ·
> O=C(NNC1CC(=O)N(c2ccc(Br)cc2)C1=O)c1cccs1 (stereo not given)
    1 | 1 | 2 | -1 | 1 | 11 | -0.2
> COc1ccc(S(=O)(=O)N2CCN(C3CC4CCC3C4)CC2)cc1 (stereo not given)
    4 | -2 | -3 | -2 | -120 | -4 | ·
> CCOC(=O)N1CCN(C(=O)CSc2ccc3nnc(-c4cccnc4)n3n2)CC1
    0 | 2 | -1 | 1 | 3 | 1 | -0.1
> C[C@H](CO)N1C[C@H](C)[C@@H](CN(C)C(=O)c2ccccn2)Oc2ncc(-c3ccccc3)cc2C1=O
    -4 | 2 | 3 | 4 | 2 | 4 | -0.1
> O=C(Cn1cnc2scc(-c3ccc(F)cc3)c2c1=O)NCC(c1ccco1)N1CCCC1 (stereo not given)
    8 | -3 | -2 | -3 | 3 | 8 | 7.2
> CCCN1C(=O)c2cc(C(=O)NCCc3cccc(C)c3)ccc2C1O (stereo not given)
    3 | · | -7 | -2 | 0 | -25 | ·
> Cc1noc(C)c1CSCC(=O)Nc1nc2ccc(F)cc2s1
    -2 | -5 | -3 | -1 | -2 | 4 | 5.2
> CC1Cc2ccccc2N1C(=O)CN1CCN(Cc2ccccc2)CC1 (stereo not given)
    0 | -3 | -4 | 0 | -1 | -2 | 0.2
> C[C@H]1CN([C@@H](C)CO)C(=O)c2cccc(NC(=O)C3CCOCC3)c2O[C@@H]1CN(C)S(=O)(=O)c1cccs1
    2 | 1 | -3 | 8 | 3 | 5 | 0.0
> CS(=O)(=O)N(Cc1ccccc1)c1ccc(C(=O)N2CCN(c3cccc(Cl)c3)CC2)cc1
    7 | 1 | 0 | -5 | · | · | ·

Other results follow.
mol,ERp5 inh,SIRT5 block,S100A4 MyoIIA,DENV2 CPE,PglD inh,Statin myotox sup,E-selectin induc
COc1cccc(C(=O)Nc2cccc3c2ccc2cccn23)c1,-1,·,-8,-4,·,·,2.0
Cc1ccc2cc3cc(C(=O)N(CC(=O)NC4CCCC4)c4cccc(C)c4C)sc3nc2c1,-1,·,0,·,1,4,·
CCCn1nnc(NC(=O)/C=C/c2ccccc2)n1,-1,-27,-15,-1,·,·,-0.6
COc1ccc(-n2c(C)nnc2SCC(=O)N2C(C)CCCC2C)cc1 (stereo not given),-3,-7,7,-1,-4,4,·
C[C@@H]1CN([C@H](C)CO)C(=O)c2cc(NC(=O)CCCN(C)C)ccc2O[C@@H](C)CCCCO[C@H]1CN(C)Cc1ccccc1,3,-1,1,2,1,-9,0.0
Cc1ccc(S(=O)(=O)N2CCN(CC(=O)N3CCCC3)CC2)c(C)c1,3,-4,-3,-6,-9,4,·
CCCCC(=O)NCCc1cc2c(C)ccc(C)c2[nH]c1=O,2,-3,3,2,-2,1,-1.3
O=[N+]([O-])c1ccc(OCCN2CCCCCC2)cc1,4,-7,-3,·,·,·,·
O=C(C[C@@H]1C[C@@H]2c3cc(NC(=O)c4cccnc4)ccc3O[C@@H]2[C@H](CO)O1)NCC1CC1,3,0,-1,9,-1,5,0.2
COc1cccc(-c2oc3c(c2C#CC2(N)CCCCC2)C(O)CCC3)c1 (stereo not given),3,-2,46,10,·,·,?
CCOC(=O)C1CCCN(C(=O)c2cccc(OC(F)(F)F)c2)CC1 (stereo not given),4,·,-7,?,-3,-2,0.3
CC(=NNC(=O)c1ccncc1)c1ccccc1Cl,-3,·,-4,-7,6,3,-0.2
O=C(c1ccccn1)N1C[C@@H]2[C@H](c3ccccc31)[C@@H](CO)N2C(=O)c1ccccn1,·,·,·,69*,0,-4,-0.1
CCCC(=O)Nc1ccc2c(c1)OC[C@@H](C)NC[C@@H](C)[C@@H](OC)CN(C)C2=O,1,0,1,0,-3,1,-0.3
CCN1CCN(CCC(=O)Nc2cc(OC)cc(OC)c2)CC1,-1,-9,-2,-1,2,-5,·
O=C(Nc1ncccc1O)c1cccc(S(=O)(=O)N2CCCc3ccccc32)c1,4,14,-2,?,·,-3,0.9
CC(C)(C)OC(=O)N1CCC2(CC1)Oc1ccc(F)cc1C(=O)C21CC(c2ccccc2)=NO1 (stereo not given),-1,·,1,6,-4,-2,-0.4
CN1CCN(C(=O)C[C@H]2CC[C@H]3[C@@H](COc4ccc(NC(=O)C5CCC5)cc4C(=O)N3C)O2)CC1,4,-1,13,?,·,·,0.0
Cc1ccccc1OCc1n(CC(=O)OC2CC(C)CCC2C(C)C)c2ccccc2[n+]1C (stereo not given),-5,-2,-11,-7,·,·,·
ON=C1CCC2CCCCC2C1 (stereo not given),2,·,3,-3,-5,14,0.0
CC(C)=CCCC(C)CCO (stereo not given),7,2,-9,5,-2,-5,·
Cc1cccc2c1cnn2C(=O)Nc1ccc(Br)cc1F,1,-2,-2,-6,-2,99*,0.1
Cc1ccc(CNC(=O)C(C(=O)NCc2ccc(C)o2)c2ncc(C(F)(F)F)cc2Cl)o1,-4,0,3,1,·,·,·
O=C(C1CC(c2ccc(F)cc2)=NO1)N1CCc2ccccc2C1 (stereo not given),-4,·,-1,-3,-6,-9,0.8
COC(=O)[C@H]1C[C@@]2(O)CN(S(=O)(=O)c3ccc(C)cc3)C[C@@]2(OC(=O)Nc2cccs2)C[C@H]1C(=O)OC,0,2,1,0,-2,1,·
Cc1n[nH]c(C)c1CCC(=O)N/N=C/c1c[nH]c2ccccc12,4,-6,-3,?,7,·,0.0
O=C(c1ccc(F)cc1)N1CC(=O)N2[C@H](CO)[C@H](c3ccc(C#CC4CCCCC4)cc3)[C@@H]2C1,3,6,12,4,·,·,-0.6
CN(C)CCCC(C)(O)C(Cc1ccccc1)c1ccccc1 (stereo not given),3,-4,-4,-14,-5,·,-1.2
O=S(=O)(c1ccccc1)N(CC(F)(F)F)c1ccc(C(O)(C(F)(F)F)C(F)(F)F)cc1,0,2,-1,-1,-1,-2,·
C[C@@H]1CN([C@@H](C)CO)C(=O)Cc2cc(NC(=O)CCCCCC(=O)Nc3ccccc3N)ccc2O[C@H]1CN(C)Cc1ccccc1,1,-2,-1,0,1,?,0.1

Single records, as listed above. Order of values: ERp5 inh	SIRT5 block	S100A4 MyoIIA	DENV2 CPE	PglD inh	Statin myotox sup	E-selectin induc
O=C(c1ccccn1)N1C[C@@H]2[C@H](c3ccccc31)[C@@H](CO)N2C(=O)c1ccccn1 is listed with ·	·	·	69*	0	-4	-0.1
CCCC(=O)Nc1ccc2c(c1)OC[C@@H](C)NC[C@@H](C)[C@@H](OC)CN(C)C2=O is listed with 1	0	1	0	-3	1	-0.3

(more compounds)
mol,ERp5 inh,SIRT5 block,S100A4 MyoIIA,DENV2 CPE,PglD inh,Statin myotox sup,E-selectin induc
C[C@@H]1CN([C@@H](C)CO)C(=O)Cc2cc(NC(=O)Nc3ccccc3)ccc2O[C@H]1CN(C)S(=O)(=O)c1cccs1,1,2,-3,25*,-3,9,-0.3
CN(Cc1ccccc1)S(=O)(=O)c1ccc(OCC(=O)N2CCC(C(N)=O)CC2)cc1,-2,-3,0,-2,4,21,·
C[C@H]1CN(C(=O)OC(C)(C)C)CCN1c1ccc(N2CC[C@@H](O)C2)c(C#N)c1,1,1,-11,1,·,·,0.2
O=C(C[C@@H]1CC[C@H]2[C@@H](COC[C@H](O)CN2C(=O)Nc2ccc(Cl)cc2)O1)N1CCCCC1,-1,0,50,-7,-1,-5,-0.1
Cc1ccccc1C(=O)Nn1cnc2ccccc2c1=O,0,1,1,-1,·,·,·

Among those listed so far, these have a cyano group.
mol,ERp5 inh,SIRT5 block,S100A4 MyoIIA,DENV2 CPE,PglD inh,Statin myotox sup,E-selectin induc
Cc1c(C(=O)c2ccccc2)c2ccccn2c1CCC#N,1,0,-2,1,·,·,-1.4
C[C@H]1CN(C(=O)OC(C)(C)C)CCN1c1ccc(N2CC[C@@H](O)C2)c(C#N)c1,1,1,-11,1,·,·,0.2
